SR-BI uptake up = activators of SR-BI mediated DiI-HDL uptake, primary screen, ldlA[mSR-BI] CHO cells, DiI fluorescence; hit rate 0.096% among 320,000; AID 504775, 2011; activation, % at 12.5 µM; 3 h; 100 = double the neutral-control signal;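 active = mean replicate activation of at least 60% and every replicate at or above 60%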;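 note: 0% = median plate neutral-control signal and 100% = twice that signal; values of inactives mirror those of a sister screen read the other way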
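system = CHO ldlA[mSR-BI] cells, LDL receptor-null, SR-BI overexpressing | medium = Ham's F12 with 0.5% BSA, HEPES 25 mM, pH 7.4 | probe or stimulus = DiI-HDL 10 µg/mL | compound dosing = single-point compound dose | incubation = compound exposure 3 h, 37 °C | technique = DiI fluorescence, bottom read | read-out = cell-associated DiI fluorescence as measure of HDL uptake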
NSD2 inh = NSD2 histone methyltransferase inhibitors, primary screen, biochemical, AlphaScreen, single concentration, set 2; NSD2 peptide methylation, 120 min; inhibition, % at 12.5 µM; hit rate 0.54% among 310,000; in the data active = inhibition above about 50%
Cardiac RTF inh = cardiac RTF calcium sensitivity inhibitors, primary screen, biochemical, IANBD-TnC fluorescence, EC70 calcium. Troponin I, cardiac muscle (Homo sapiens) + Troponin T, cardiac muscle (Homo sapiens) + …. AID 493244, 2011. IANBD-labeled cardiac RTF, Ca2+ fluorescence. hit rate 0.12% among 340,000. inhibition, % at 7.15 µM;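 active = inhibition above the mean inhibition of all tested compounds plus 3 SD, cut at about 17% in these data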;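 note: assay run at fixed EC70 calcium of 1.6 mM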
DAGLB inhibitor = DAGLB lipase inhibitors, primary screen, biochemical, fluorescence, HTS | Diacylglycerol lipase-beta (Homo sapiens), Q8NCG7 | HEK293T DAGLB membrane lysate, EnzChek fluorogenic substrate | inhibition, % at 5.17 µM | hit rate 0.059% among 340,000 | AID 504411, 2011; in the data active = inhibition above about 34%;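 note: 0% = enzyme with vehicle and 100% = wells lacking enzyme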
PKA-R2B activ = activators of PKA-R2B holoenzyme, primary screen, biochemical, fluorescence polarization, Cy5-IP20, human | activation, % at 11.4 µM | hit rate 0.079% among 340,000 | PKA-R2B holoenzyme dissociation; R2B truncated from residue 108, S112A mutant; 0% DMSO only, 100% 113 µM cGMP | cAMP-dependent protein kinase catalytic subunit beta (Homo sapiens) + cAMP-dependent …;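 active = activation above a cutoff set at the mean over all compounds plus 3 SD, cut at about 18% in these data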;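 note: higher means more holoenzyme dissociation and a rise in polarization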
Target sequence (P31323 whole entry, looked up, other chains not shown, the tested form may be a part): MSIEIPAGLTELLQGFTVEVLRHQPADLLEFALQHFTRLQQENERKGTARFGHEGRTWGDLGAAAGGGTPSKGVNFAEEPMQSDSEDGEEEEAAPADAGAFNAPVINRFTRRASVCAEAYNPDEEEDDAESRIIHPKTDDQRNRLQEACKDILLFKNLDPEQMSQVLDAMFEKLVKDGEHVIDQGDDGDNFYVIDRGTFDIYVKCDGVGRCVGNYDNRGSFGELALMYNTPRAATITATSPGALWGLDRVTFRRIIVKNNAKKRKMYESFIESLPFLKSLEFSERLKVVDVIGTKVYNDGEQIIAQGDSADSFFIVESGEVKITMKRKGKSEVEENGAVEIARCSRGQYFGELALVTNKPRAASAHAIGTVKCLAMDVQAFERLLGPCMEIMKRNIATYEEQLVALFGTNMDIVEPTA
Keap1 Nrf2 FP = Keap1-Nrf2 protein-protein interaction inhibitors, primary screen, biochemical, fluorescence polarization, single point; AID 504523, 2011; Kelch-like ECH-associated protein 1 (Homo sapiens), Q14145; inhibition, % at 9.4 µM; Keap1 Kelch-Nrf2 peptide fluorescence polarization, 1536-well; hit rate 0.15% among 340,000; in the data active = inhibition above about 12%;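 note: human Keap1 Kelch domain with fluorescein labeled Nrf2 9mer peptide probe; 0% = neutral control wells and 100% = peptide positive control; higher means more block of Keap1 binding to Nrf2 peptide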
Target sequence (Q14145 whole entry, looked up, the tested form may be a part): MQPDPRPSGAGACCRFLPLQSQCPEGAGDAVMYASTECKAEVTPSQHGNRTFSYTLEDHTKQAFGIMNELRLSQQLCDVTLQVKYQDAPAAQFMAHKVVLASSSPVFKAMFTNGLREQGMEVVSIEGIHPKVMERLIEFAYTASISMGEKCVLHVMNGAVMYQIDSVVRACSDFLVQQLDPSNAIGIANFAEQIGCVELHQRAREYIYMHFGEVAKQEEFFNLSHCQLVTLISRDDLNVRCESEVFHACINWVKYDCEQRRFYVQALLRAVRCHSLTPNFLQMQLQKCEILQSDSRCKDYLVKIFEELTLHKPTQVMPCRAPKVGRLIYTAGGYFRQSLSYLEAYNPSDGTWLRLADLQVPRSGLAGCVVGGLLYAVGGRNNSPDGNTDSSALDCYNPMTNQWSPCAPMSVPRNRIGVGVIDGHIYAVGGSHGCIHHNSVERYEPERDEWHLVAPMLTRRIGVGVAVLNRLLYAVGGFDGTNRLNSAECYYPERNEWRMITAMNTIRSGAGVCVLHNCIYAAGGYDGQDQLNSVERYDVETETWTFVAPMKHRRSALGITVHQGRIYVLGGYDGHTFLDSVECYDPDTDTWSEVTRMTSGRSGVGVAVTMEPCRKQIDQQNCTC
Arr AP2 block = inhibitors of beta-arrestin/AP2 binding, primary screen, biochemical, GPCR trafficking, flow cytometry; beta-arrestin 1 C-terminal peptide binding to AP2 beta2-adaptin appendage (human); FITC-arrestin peptide / GST-AP2 beads; AP2 beta2 appendage carries R879A mutation; inhibition, % at 10 µM; hit rate 0.31% among 340,000; AID 504490, 2011;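 active = inhibition above a set limit, near 3 SD of compounds lacking own fluorescence, cut at about 54% in these data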;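 note: plate controls were DMSO wells for no effect and 5 µM unlabelled arrestin peptide for full effect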
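Material – GST-tagged AP2 beta2-adaptin appendage (R879A) on 4 µm glutathione beads · Probe or stimulus – fluorescein-tagged arrestin peptide at 50 nM final · Timing – 12 min plus 1 h, RT · Detection – bead flow cytometry, FITC channel · Read-out basis – inhibition as reduced fluorescein signal on beads, percent · Medium – PBS plus Tween 20 (0.05%) and BSA (0.1%)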
SR-BI HDL uptake = inhibitors of SR-BI mediated HDL lipid uptake, primary screen, ldlA[mSR-BI] cells, fluorescence, single point; ldlA[mSR-BI] CHO cells, DiI-HDL uptake fluorescence, 3 h; inhibition, % at 12.5 µM; hit rate 0.96% among 320,000; AID 488896, 2010;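 active = mean replicate inhibition of at least 70% and a set share of replicates each scoring 70 or more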;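 note: 0% = median of neutral control wells and 100% = median of positive control wells; values of inactives mirror those of a sister screen read the other way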
LANA DNA inh = inhibitors of KSHV C-LANA binding to DNA, primary screen, biochemical, fluorescence polarization, FAM-LBS DNA, MBP-C-LANA, single point; AID 504423, 2011; hit rate 0.078% among 340,000; inhibition, % at 9 µM;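 active = highest replicate inhibition at or above 60% at 9 µM, even if other replicates fall short; inactive = all replicates below 60% inhibition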;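 note: 0% = neutral control wells and 100% = 4 µM acridine orange control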
PvdQ inh = P. aeruginosa PvdQ acylase inhibitors, primary screen, biochemical, fluorescence, plate reader and imaging, single point | AID 488965, 2010 | hit rate 0.063% among 340,000 | purified PvdQ acylase | PvdQ acylase [Pseudomonas aeruginosa LESB58] | inhibition, % at 10 µM; in the data active = inhibition above about 30%, passing the limit was not always enough;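 note: 0% = vehicle neutral wells and 100% = reference inhibitor wells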
Active calls of the source: *; · = not tested or not shown.

SMILES	SR-BI uptake up	NSD2 inh	Cardiac RTF inh	DAGLB inhibitor	PKA-R2B activ	Keap1 Nrf2 FP	Arr AP2 block	SR-BI HDL uptake	LANA DNA inh	PvdQ inh
Cc1nnc(NC(=O)c2ccc(S(=O)(=O)N3CCc4ccccc4C3)cc2)o1	34	·	-13	2	0	2	20	-34	0.2	0
CCNC(=O)CSc1nnc(-c2cccc(S(=O)(=O)N3CCOCC3)c2)o1	16	5	-1	1	4	1	36	-16	3.8	6
CCCC1OC(c2ccco2)OCC1CC (configuration not stated)	6	0	2	-1	-3	-1	8	-6	-1.7	6
NS(=O)(=O)c1cc(C(=O)NNC(=O)c2ccc3c(c2)OCO3)ccc1Cl	12	-1	1	3	-6	-3	4	-12	-1.6	-4
CCOc1nc(C)cc(COC)c1C(N)=O	22	-4	-17	3	-3	-2	7	-22	-0.7	-3
CN(c1ccccc1C(=O)Nc1ccc(S(=O)(=O)N2CCCCC2)cc1)S(C)(=O)=O	3	-1	-2	2	-13	-1	-11	-3	-0.6	-16
CCOc1ncccc1C(=O)OC(C)C(=O)NC1CCCCC1 (configuration not stated)	1	0	-6	-1	-15	0	6	-1	0.3	-9
COc1ccc(C(=O)COc2ccc3ccc(=O)oc3c2)c(OC)c1	-27	1	-10	1	2	-2	-16	27	0.0	-5
Cc1ccc(Cn2ccc(NC(=O)c3cc(-c4ccc5c(c4)OCO5)on3)n2)cc1	20	0	-1	-3	-1	-4	1	-20	4.5	-20
S=C(NCc1ccco1)Nc1ccc(Cl)cc1	-6	-1	7	-2	1	4	8	6	-1.8	0
COc1cc(C(=O)NCCCn2ccnc2)cc(OC)c1OC	1	2	2	-3	-3	-1	10	-1	-1.3	-5
OC(COCc1ccccc1)CN1CCc2ccccc2C1 (configuration not stated)	·	8	1	-1	8	-4	-9	·	0.8	-3
CCN(CC)C1=NS(=O)(=O)c2cc([N+](=O)[O-])ccc21	17	-1	4	1	6	-5	13	-17	1.2	-5
Cc1ccc(S(=O)(=O)N2CCOCC2)cc1NC(=O)C1CC(=O)N(c2ccc3c(c2)OCCO3)C1 (configuration not stated)	3	-1	7	2	-5	-1	32	-3	-10	5
CCn1cc(C(=O)N2CCc3ccccc32)c(=O)c2cc(S(=O)(=O)N3CC(C)CC(C)C3)ccc21 (configuration not stated)	9	0	-1	3	-7	0	-2	-9	0.0	-10
Cc1ccc(Nc2nc(NCC3CCCO3)nc(N)c2[N+](=O)[O-])cc1 (configuration not stated)	-53	-1	-1	-3	10	-2	2	53	-1.0	1
COc1ccccc1NC(=O)Nc1nnc(Cc2ccccc2F)s1	-14	4	-2	1	3	4	-1	14	2.1	-4
C=CCOc1ccc(CNCC2CCCO2)cc1 (configuration not stated)	-3	-3	-18	-6	6	0	-2	3	-1.7	-17
COCCNC(=O)C(c1ccc(C)o1)N(Cc1ccc(OC)cc1)C(=O)Cn1nnc2ccccc21 (configuration not stated)	·	-3	-7	2	-6	-3	4	·	-1.0	-12
CC1Cc2ccccc2N1C(=O)CSc1nnc(N)s1 (configuration not stated)	6	-5	-2	-1	-5	-1	-4	-6	-1.1	0

3 compounds from above with just Arr AP2 block.
SMILES | Arr AP2 block
Cc1ccc(Nc2nc(NCC3CCCO3)nc(N)c2[N+](=O)[O-])cc1 (configuration not stated) | 2
COc1ccccc1NC(=O)Nc1nnc(Cc2ccccc2F)s1 | -1
C=CCOc1ccc(CNCC2CCCO2)cc1 (configuration not stated) | -2

(cont.)
SMILES	SR-BI uptake up	NSD2 inh	Cardiac RTF inh	DAGLB inhibitor	PKA-R2B activ	Keap1 Nrf2 FP	Arr AP2 block	SR-BI HDL uptake	LANA DNA inh	PvdQ inh
Cc1ccc(C)c(Cn2c3ccccc3c3cnn(CC(=O)NCCCN4CCOCC4)c(=O)c32)c1	4	-3	-11	2	-8	-1	37	-4	-1.0	-4
CC(=O)Nc1ccc(Oc2ccc([N+](=O)[O-])cc2Cl)cc1	18	2	0	-1	1	0	14	-18	-1.7	0
COc1ccc(C)cc1NS(=O)(=O)c1ccc2c(c1)CCN2C(C)=O	-2	-2	-17	-2	0	1	-16	2	-2.1	-10
O=c1[nH]c(Cc2ccccn2)nc2scc(-c3ccccc3Cl)c12	-7	-2	3	10	-10	-9	-2	7	-2.1	-9
COc1ccc(C=C2C(=O)OC(C)(C)OC2=O)cc1OC	-18	-1	3	-2	2	-5	-6	18	-2.0	9
CC(=O)Nc1ccc(NC(=O)C2CC(=O)N(Cc3ccco3)C2)cc1 (configuration not stated)	8	21	0	1	-1	-3	5	-8	0.0	-7
CCc1cccc(NC(=S)N(CCN(C)C)C(C)c2ccncc2)c1 (configuration not stated)	·	6	-6	-5	1	-2	-1	·	-0.1	-12
Nc1cnn(Cc2ccc(F)cc2)c1	3	0	5	2	6	0	20	-3	-0.6	0
Cn1cc([N+](=O)[O-])c(C(=O)Nc2ccc(C3CCCCC3)cc2)n1	-3	-2	-1	4	-14	-2	13	3	-1.5	-8
Cc1ccc(N(Cc2cc3ccc(C)cc3[nH]c2=O)S(=O)(=O)c2ccccc2)c(C)c1	10	-1	-14	-3	-2	0	-20	-10	0.6	11
CCN(CC)CCNC(=O)C1(O)c2cc(Br)ccc2NC(=O)N1c1ccccc1 (configuration not stated)	20	36	3	-2	1	-5	27	-20	-0.4	1
COc1ccc(N2CC(C(=O)NCc3nnnn3-c3ccc(C)c(C)c3)CC2=O)cc1 (configuration not stated)	-5	-1	-4	2	-18	-1	8	5	0.3	3
O=C(N/N=C/c1ccc(N2CCOCC2)cc1)C1COc2ccccc2O1 (configuration not stated)	4	-2	-8	2	1	-5	-25	-4	1.0	1
CC(C)Nc1ncnc2c1cnn2-c1ccccc1	23	·	-8	1	-1	-3	15	-23	0.0	-8
CC(C)Oc1ccc(C(=O)NNC(=O)c2ccccc2C(=O)O)cc1	22	1	-10	-6	3	-3	1	-22	-0.5	-11
COc1ccc(CNC(=O)c2ccc(-c3ccccc3)cc2)cc1OC	2	-2	4	0	-8	-2	10	-2	-0.3	-3
COC(=O)c1ccccc1NC(=O)COC(=O)Cc1ccc(S(=O)(=O)N2CCOCC2)s1	18	4	-4	-2	-2	-10	46	-18	-2.5	5
CCC/S(C)=N/S(=O)(=O)c1ccc(C)cc1 (configuration not stated)	33	-3	7	-2	-2	0	2	-33	2.3	8
O=C(c1ccccc1)C1CCN(C(=O)c2ccco2)CC1	12	·	2	-1	-3	0	-6	-12	0.5	3
O=C(CN1CCOCC1)Nc1ccc(S(=O)(=O)NC2CCCCC2)cc1	-34	-1	-2	1	6	-2	7	34	1.5	-8
O=C(Cc1ccccc1[N+](=O)[O-])Nc1nccs1	25	4	2	0	5	3	0	-25	0.5	0
Cc1cc(C)cc(C(=O)Nc2nc3ccccc3[nH]2)c1	-22	·	-13	-1	12	-4	-3	22	1.4	-5
Cc1ccccc1C(C(=O)NCc1ccco1)N(CC1CCCO1)C(=O)Cn1nnc2ccccc21 (configuration not stated)	-18	·	-1	-3	-11	-4	12	18	0.2	4
S=C(c1ccc(N2CCCC2)cc1)N1CCCCC1	-20	-3	2	3	3	-3	22	20	0.4	7
CCN(CC(=O)Nc1ccc(NC(C)=O)cc1)C(=O)CSc1ncnc2sc(C)c(C)c12	-24	-1	-20	2	-7	-4	13	24	1.0	-9
O=C(NC1CC1)C1=C[C@@H](c2csc3ccccc23)C[C@@H](OCc2ccc(CO)cc2)O1	10	·	7	-2	7	-4	4	-10	-0.2	1
O=C(CS(=O)(=O)c1ccc(Cl)cc1)NCc1ccccc1	33	5	-2	1	7	-5	-2	-33	-1.4	-11
COc1ccc(NC(=O)CN(C)C(=O)c2cc3c(s2)CCC(C)C3)cc1 (configuration not stated)	-9	18	-4	-3	-7	1	5	9	-0.3	-9
O=C(NOC(=O)c1ccccc1F)c1ccc(OC(F)F)cc1	23	-1	9	-2	0	1	9	-23	1.3	5
O=C(O)C1CSC(CCc2ccccc2)N1 (configuration not stated)	27	5	-9	-1	-5	-1	6	-27	-0.6	-16
O=c1ccc(-c2ccccc2)nn1Cc1ccccc1	2	-1	-4	-1	8	3	-12	-2	-5.8	-7
CC(C)COc1ccc(C(=O)Nc2ncn[nH]2)cc1	-3	-3	3	-2	-4	3	9	3	-0.7	-3
CCN1C(=O)CC(SC2CC(=O)N(CC)C2=O)C1=O (configuration not stated)	16	1	-3	-1	-5	0	27	-16	2.4	23
NC1=NC(=O)C(Cc2ccccc2)S1 (configuration not stated)	20	19	10	0	-3	3	28	-20	-0.6	-5
CC(OC(=O)Cn1cnc2c1c(=O)n(C)c(=O)n2C)C(=O)Nc1ccc(Cl)cc1 (configuration not stated)	0	0	1	-3	-6	-5	2	0	-0.3	15
O=C(COc1ccccc1Cl)NCC(c1cccs1)N1CCOCC1 (configuration not stated)	-10	1	1	-3	-1	0	-12	10	2.9	-3
CCOc1ccccc1NC(=O)N1CCC(C(=O)c2ccc(F)cc2)CC1	-35	7	-8	-6	8	-7	-1	35	-0.3	-7
Cc1ccc2nc(N(CCCN(C)C)C(=O)c3ccc(Br)s3)sc2c1	·	·	0	-2	0	-4	14	·	1.1	8
COc1cccc(NC(=S)N(Cc2ccc(Cl)cc2)Cc2ccc(C(=O)O)cc2)c1	32	-1	-2	4	13	3	35	-32	0.1	18
COC(=O)c1c(N2C(=O)Nc3ccccc3N2O)sc2c1CCCC2	28	-1	3	5	-5	2	2	-28	-0.3	-7
CCn1cnc2scc(-c3ccc(C)c(C)c3)c2c1=O	-24	-3	4	1	3	-3	0	24	1.3	-4

Screening results: PubChem, several laboratories
